Screens: PubChem BioAssay, several laboratories
Efflux pump mplx – blocks antifungal efflux pumps in multiplex yeast assay. S. cerevisiae Candida pump triplex, Nile Red efflux. inhibition, % at 10 µM. actives 0.44% (n = 330,000). AID 485275;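 active means plate passing quality check with inhibition over a set limit, or well fluorescence over plate mean plus 4 SD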;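 further: Nile Red retained in pooled yeast measured as flow cytometry median fluorescence; 0% = buffer negative control and 100% = Enniatin B positive control; higher means more Nile Red kept so more efflux inhibition; some compounds called inactive have numbers as strong as hits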
BCLXL inh – inhibitors of human Bcl-xL | inhibition, % at 10.9 µM | Q07817 | actives 0.7% (n = 320,000) | GST-Bcl-xL / FITC-Bim BH3 peptide fluorescence polarization | AID 2129;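 active means inhibition above the mean of all tested compounds plus 3 SD, cutoff set per campaign, cut at about 30% in these data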;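 further: 0% = DMSO wells and 100% = unlabeled Bim-BH3 peptide competitor; inhibitors lower millipolarization by displacing the labeled peptide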
EBNA-1 inh – blocks EBNA-1 binding to DNA; EBNA-1 DNA binding, fluorescence polarization; AID 1950; actives 0.34% (n = 300,000); inhibition, % at 14.8 µM; in the data active means inhibition above about 28%
GLD-1 TGE inh – GLD-1-TGE RNA interaction inhibition (C. elegans); actives 0.44% (n = 320,000); Q17339; purified GLD-1 + fluorescein TGE RNA, fluorescence polarization; inhibition, % at 5.96 µM;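 active means percent inhibition above a per-plate cutoff, the plate mean of test compounds plus 3 SD, cut at about 30% in these data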;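 further: 0% = DMSO wells with GLD-1 and probe and 100% = wells lacking GLD-1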
Target sequence (Q17339 whole entry, looked up): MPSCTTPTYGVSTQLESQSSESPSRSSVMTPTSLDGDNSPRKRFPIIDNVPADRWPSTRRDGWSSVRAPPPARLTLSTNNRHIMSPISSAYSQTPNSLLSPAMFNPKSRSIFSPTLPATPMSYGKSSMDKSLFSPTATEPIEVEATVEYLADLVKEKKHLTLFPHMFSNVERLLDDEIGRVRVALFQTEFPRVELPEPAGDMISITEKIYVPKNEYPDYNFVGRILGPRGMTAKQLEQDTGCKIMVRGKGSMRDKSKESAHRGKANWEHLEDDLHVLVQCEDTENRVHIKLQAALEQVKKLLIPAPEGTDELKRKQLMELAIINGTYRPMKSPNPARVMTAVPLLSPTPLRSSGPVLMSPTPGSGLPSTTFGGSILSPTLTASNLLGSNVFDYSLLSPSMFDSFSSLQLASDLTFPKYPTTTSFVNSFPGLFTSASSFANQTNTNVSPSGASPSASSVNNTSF
ZTA DNA inh – counter-screen for EBNA-1 inhibitors: inhibitors of Epstein-Barr virus ZTA; ZTA-DNA binding, fluorescence polarization; inhibition, % at 11 µM; actives 0.15% (n = 320,000); in the data active means inhibition above about 33%
Target sequence (P03206 whole entry, looked up): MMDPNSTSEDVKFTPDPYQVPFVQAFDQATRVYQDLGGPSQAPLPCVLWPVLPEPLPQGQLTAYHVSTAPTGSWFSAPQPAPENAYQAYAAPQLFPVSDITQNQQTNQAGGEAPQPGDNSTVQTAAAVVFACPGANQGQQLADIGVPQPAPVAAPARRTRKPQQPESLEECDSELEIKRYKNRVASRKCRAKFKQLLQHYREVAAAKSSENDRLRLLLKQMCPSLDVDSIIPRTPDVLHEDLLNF
Yeast superoxide – caloric restriction mimetics inhibiting age-related superoxide in yeast. S. cerevisiae aged cells, superoxide DHE fluorescence; active compounds read low. superoxide response (% of plate mean), % at 10 µM. actives 0.18% (n = 330,000);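 active means superoxide response under a set limit, about three screen SD below normal, cut at about 65% in these data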;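 further: yeast aged for seven days with compound at 30 °C before DHE staining; 100% = average MFI of all compound-treated wells on the plate with controls excluded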
MCL1 BIM primary – MCL1-BIM-BH3 interaction inhibition (human) | inhibition, % at 10.9 µM | GST-MCL1 / FITC-Bim-BH3 fluorescence polarization | actives 0.68% (n = 320,000) | Q07820;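 active means inhibition above the mean inhibition of all tested compounds plus 3 SD, set per campaign, cut at about 40% in these data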;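 further: 0% = DMSO wells and 100% = unlabeled Bim-BH3 peptide control; higher means more loss of mP so more displacement of Bim peptide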
Target sequence (Q07820 whole entry, looked up): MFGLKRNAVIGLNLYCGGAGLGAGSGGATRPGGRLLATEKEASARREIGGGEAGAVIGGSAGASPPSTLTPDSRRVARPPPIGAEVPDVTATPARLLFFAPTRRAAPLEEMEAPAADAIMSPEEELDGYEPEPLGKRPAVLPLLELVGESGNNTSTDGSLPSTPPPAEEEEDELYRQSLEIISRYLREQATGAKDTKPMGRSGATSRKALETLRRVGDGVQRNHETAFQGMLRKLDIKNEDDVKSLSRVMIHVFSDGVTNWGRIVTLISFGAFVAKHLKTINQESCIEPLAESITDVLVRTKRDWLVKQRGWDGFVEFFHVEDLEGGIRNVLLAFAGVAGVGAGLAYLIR
Fam108B counter – counter-screen for RBBP9 inhibitors: inhibitors of mouse Fam108B; inhibition, % at 9.51 µM; recombinant Fam108B, FP-Rh probe fluorescence polarization; actives 0.33% (n = 300,000);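 active means inhibition above the screen mean inhibition plus 3 SD, computed separately per campaign, cut at about 18% in these data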;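 further: inhibitors lower polarization as less probe binds the enzyme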
MEX-5 binding – C. elegans MEX-5 TCR-2 RNA binding activity. Q9XUB2. MEX-5/FITC-TCR2 RNA binding, fluorescence polarization; active compounds read low. activity score (negative = inhibition of binding), % at 10 µM. actives 0.38% (n = 300,000);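 active means inhibition past about -25% in most replicates, and total fluorescence under double the plate's negative control median, limit read from the data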;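 further: 0% = DMSO and -100% = 5 µM competing unlabeled TCR2 RNA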
An asterisk follows results filed as active; . = no result given. Rows are unselected. Share with any hit: about 2.3%.

Order of results – Yeast superoxide	EBNA-1 inh	MEX-5 binding	GLD-1 TGE inh	BCLXL inh	ZTA DNA inh	MCL1 BIM primary	Efflux pump mplx	Fam108B counter
> Cc1ccc(NC(=O)CSc2nc3ccccc3c(=O)n2CCCC(=O)NCC2CCCO2)cc1 (configuration not stated)
    102.6	-8.4	0.5	-0.2	5.9	3.6	4.6	0.0	-0.2
> Cc1ccc(S(=O)(=O)N(CCCO)Cc2cc3c(C)ccc(C)c3[nH]c2=O)cc1
    111.9	-0.6	0.8	5.5	1.6	-17.4	7.1	0.0	-1.8
> O=C(Nc1ccccc1-c1ccccc1)C(c1ccccc1)c1ccccc1
    89.6	-1.1	-1.5	17.5	3.1	-4.6	-1.2	0.1	3.3
> c1ccc(-c2cc(CSc3nc4ccccc4[nH]3)on2)cc1
    97.8	-3.6	2.3	4.6	10.1	3.5	3.9	-0.1	5.7
> COc1cc(/C=N/NC(=O)c2ccc(CN(C)S(=O)(=O)c3ccc(C)cc3)cc2)ccc1O
    98.3	-0.1	-3.9	5.2	1.3	3.9	-0.7	-0.1	1.8
> O=C(COc1nncc2ccccc12)Nc1c(F)c(F)c(F)c(F)c1F
    110.6	-1.4	0.1	-3.6	1.3	2.1	2.4	0.0	1.4
> Cc1ccc(C(=O)N/C(=C\c2ccco2)C(=O)NCCCn2ccnc2)cc1
    84.1	-4.3	1.6	-11.0	-1.0	6.0	0.3	0.1	1.0
> O=[N+]([O-])c1ccccc1CSc1nc2ccccc2o1
    102.7	11.2	-1.1	0.3	5.5	2.8	-0.1	0.0	3.7
> CN(CC(=O)Nc1ccc(Cl)c(C(F)(F)F)c1)C(=O)c1ccc2c(c1)OCCO2
    100.7	-0.7	-1.8	5.4	-0.7	1.8	-6.3	0.0	-2.8
> CC1(c2ccccc2)NC(=O)N(NC(=O)COC(=O)c2cc(Br)ccc2O)C1=O (configuration not stated)
    107.5	9.4	3.4	2.6	-5.6	-1.1	-4.4	-0.1	2.4
> O=C1CCCC(=O)C1Sc1ccc(Cl)cc1
    93.4	-0.2	0.9	3.6	3.4	-16.5	6.8	-0.1	-1.2
> Cc1ccccc1N1CCN(CCCCN2C(=O)C3CCCN3C2=O)CC1 (configuration not stated)
    91.9	-3.9	-0.2	-1.1	0.5	14.5	-0.2	0.1	0.7
> CN1CCCN(C(=O)c2c(F)cccc2Cl)CC1
    102.8	-7.4	-4.4	5.5	2.8	5.6	5.9	0.1	-2.0
> COc1ccccc1/C(C)=N/NC(=O)c1nnn(-c2nonc2N)c1C(C)C
    92.3	-19.7	0.8	2.7	-2.5	7.4	-1.0	0.5	1.2
> CCn1cc(C(=O)N2CC=C(c3ccccc3)CC2)c(=O)c2ccc(C)nc21
    93.0	2.9	0.1	0.8	-0.7	-1.0	6.1	-0.3	-0.5
> CCN(CC)S(=O)(=O)c1ccc2c(c1)nc(CCC(=O)O)n2C
    113.8	5.9	-1.4	-7.0	13.1	16.1	15.3	-0.1	-2.7
> Cc1cc(NC(=O)COC(=O)c2oc3c(ccc4ccccc43)c2C)no1
    101.3	50.4*	-1.1	2.2	5.4	16.8	-7.7	-0.5	-5.2
> O=S(=O)(NCC1CCCO1)c1ccc(S(=O)(=O)N(Cc2ccccc2F)C2CCCCC2)cc1 (configuration not stated)
    103.0	-4.4	-1.5	4.6	4.5	-6.8	-0.4	0.0	-0.6
> CCN(CC(=O)NCc1ccc(Cl)cc1)C(=O)CN1C(=O)NC(C)(c2ccccc2)C1=O (configuration not stated)
    70.2	-3.0	1.1	-1.8	-6.7	-15.2	-14.6	-0.3	2.5
> CCOC(=O)c1sc(C)c2c(=O)n(CCCN3CCOCC3)cnc12
    91.6	-16.2	0.2	0.9	2.2	-9.4	3.2	0.1	-1.0

At a glance, 2 of the compounds above:
Order of results – Yeast superoxide	EBNA-1 inh	MEX-5 binding	GLD-1 TGE inh	BCLXL inh	ZTA DNA inh	MCL1 BIM primary	Efflux pump mplx	Fam108B counter
> CCN(CC(=O)NCc1ccc(Cl)cc1)C(=O)CN1C(=O)NC(C)(c2ccccc2)C1=O (configuration not stated)
    70.2	-3.0	1.1	-1.8	-6.7	-15.2	-14.6	-0.3	2.5
> CCOC(=O)c1sc(C)c2c(=O)n(CCCN3CCOCC3)cnc12
    91.6	-16.2	0.2	0.9	2.2	-9.4	3.2	0.1	-1.0

Additional records follow:
Order of results – Yeast superoxide	EBNA-1 inh	MEX-5 binding	GLD-1 TGE inh	BCLXL inh	ZTA DNA inh	MCL1 BIM primary	Efflux pump mplx	Fam108B counter
> NC(=O)CSc1nnc(SCc2ccc(F)cc2)s1
    107.7	-18.1	-0.5	-1.6	0.5	1.2	-2.3	0.2	-0.3
> CN(CCOc1ccc(Cl)cc1)C(=O)C1CCN(C(=O)c2ccc(Cl)cc2)CC1
    88.4	-5.0	4.2	0.0	0.0	7.8	0.2	-0.2	0.2
> Nc1nnnn1CC(=O)N/N=C/C=C/c1ccccc1
    87.5	6.8	-1.3	2.1	0.1	1.6	-0.7	0.0	1.9
> CCn1c(SCC(=O)c2ccc(OC)cc2)nnc1C1CC1
    99.5	-9.5	0.9	3.1	3.3	-13.4	-4.2	-0.1	0.4
> Cc1cc2ccccc2n1CCC(=O)O
    101.7	8.1	-3.8	50.2*	52.5*	-3.5	49.7*	-0.1	-6.0
> CCn1c(CSc2nc(C)cc(C)n2)nnc1SCC(=O)N1CCCc2ccccc21
    88.1	-6.4	1.0	7.9	-1.7	-19.9	-4.9	0.1	3.2
> COc1ccc(S(=O)(=O)NCC(c2cccs2)N2CCc3ccccc3C2)cc1 (configuration not stated)
    89.2	6.8	-0.5	0.9	2.6	8.0	-5.2	0.0	-2.6
> Cc1nnc(SCC(=O)Nc2cc(C(C)(C)C)nn2-c2ccccc2)s1
    87.7	-3.5	1.2	2.2	1.0	7.7	-3.2	0.4	2.0
> COc1ccc(NC(=O)CCNC(=O)Cn2ccc3ccccc3c2=O)c(OC)c1
    93.0	-1.7	0.0	8.5	4.2	-21.7	-0.9	0.0	0.7
> CC(C)(C)c1ccc(-c2noc(CCC(=O)Nc3cccnc3)n2)cc1
    114.0	-4.1	0.8	3.2	-0.3	2.2	-0.4	0.0	-4.2
> Cn1c(=O)c2c(nc(-c3ccccc3)n2C)n(Cc2ccccc2)c1=O
    95.8	-3.6	0.4	-7.4	2.4	7.7	9.4	0.2	0.9
> CC(=O)N1CCN(CC(=O)Nc2ccc3c(c2)CCC3)CC1
    130.9	3.2	-0.6	-3.2	4.3	-10.8	-3.3	-0.2	-4.6
> COc1ccccc1N1CCN(C(=O)c2sc3nc4n(c(=O)c3c2C)CCC4)CC1
    113.0	-0.9	-0.9	6.1	5.4	-18.0	-0.8	0.1	-0.1
> CCCNC(=O)c1onc(CSc2ccc(Cl)cc2)c1C(=O)NC(C)C
    95.8	10.8	0.5	-4.5	1.5	-10.9	3.7	0.0	1.2
> COc1ccc(OCC(=O)N(Cc2ccco2)C2CCS(=O)(=O)C2)cc1 (configuration not stated)
    108.5	5.8	2.6	1.6	0.6	-3.3	-4.8	0.0	3.4
> COc1ccc(NC(=O)CN(C)CC(=O)NC2CCC(C)CC2)cc1 (configuration not stated)
    98.0	.	.	-1.0	2.5	-6.0	0.7	0.2	.
> O=C(CNC(=O)C(c1ccccc1)c1ccccc1)N/N=C\c1ccc(C(=O)O)cc1
    112.2	-6.5	-3.9	-6.0	2.0	3.2	-0.1	0.6	1.8
> COc1ccc(N2CC(C(=O)Nc3nnc(SCC(=O)NCc4ccco4)s3)CC2=O)cc1 (configuration not stated)
    98.6	-5.4	1.8	0.1	1.0	6.3	-0.1	0.1	1.1
> CC(NC(=O)COC(=O)C1=COCCO1)C12CC3CC(CC(C3)C1)C2 (configuration not stated)
    96.9	6.2	2.5	3.2	6.2	-6.1	-6.5	-0.1	-3.0
> COc1ccc(NC(=O)c2oc3ccccc3c2NC(=O)c2ccc3c(c2)OCO3)cc1
    96.0	10.7	-2.2	-0.8	-2.6	-12.5	-5.7	0.6	-24.5
> N/C(=N\OC(=O)N1CCOCC1)c1ccc(Br)cc1
    111.5	2.7	-3.2	6.0	6.9	-1.1	16.6	-0.7	-2.5
> CCN(Cc1ccccc1)C(=O)c1cc(-c2ccc(OC)c(OC)c2)nc2ccccc12
    88.6	-0.3	-2.4	0.1	6.0	-6.5	-4.6	-0.1	-3.1
> O=C(N/N=C/C=C\c1ccccc1[N+](=O)[O-])c1cccnc1
    111.3	4.8	-0.7	-1.5	2.7	6.2	0.2	0.0	-0.7
> COc1ccc2nc(Cl)c(C3CC(c4ccco4)=NN3C(=O)CCC(=O)O)cc2c1 (configuration not stated)
    94.2	-2.5	2.0	-0.3	8.4	-3.9	19.8	0.0	-5.2
> COc1ccc([C@@H]2[C@@H]3C(=O)N(C(C)(C)C)C(=O)[C@@H]3[C@]3(C)C(=O)N(c4cccc(Br)c4)C(=O)N23)cc1
    100.7	7.5	-3.1	8.2	2.2	-2.8	7.2	0.2	0.3
> COc1ccc(N2CCN(Cc3nc4c(c(=O)n(C)c(=O)n4C)n3Cc3cccc(C)c3)CC2)cc1
    106.0	-5.7	-1.2	0.7	-1.1	9.1	0.7	0.1	-4.1
> CCOc1cc(NC(=S)NCc2ccco2)c(OCC)cc1NC(=O)C1CC1
    98.6	9.7	-1.7	6.4	4.3	7.0	5.9	-0.1	3.0
> COc1cccc(C(=O)NNC(=O)C(=O)N2CCCCC2)c1
    84.0	-11.1	-4.9	2.9	5.7	-8.5	7.1	0.1	6.2
> Cc1nn(CCCC(=O)NCCCN2CCN(C)CC2)c(=O)c2c1sc1ccccc12
    98.4	1.6	0.6	-4.4	0.1	14.1	2.0	-0.1	2.8
> O=C(/C=C/Nc1nccs1)C(F)(F)Cl
    115.2	1.8	1.6	4.9	6.5	-11.7	1.9	-0.1	2.5
> COc1ccccc1OCCCOc1cccc(/C=C2\SC(=O)NC2=O)c1
    113.0	5.2	-1.0	-11.1	4.8	4.8	16.6	-0.1	-0.7
> COc1ccc(OCC(O)CNC(=O)c2cccs2)cc1 (configuration not stated)
    100.2	-3.0	1.1	-7.1	4.5	7.4	4.0	0.1	2.2
> Cc1ccccc1NC(=O)CCN1CCc2ccccc2C1
    102.7	9.1	0.3	2.2	-4.3	2.3	-8.0	0.2	-5.0
> Cc1nn2c(-c3ccccn3)ccnc2c1Br
    99.1	2.2	0.3	1.4	5.2	-12.8	6.4	-0.1	0.5
> CC1CCCC(NC(=O)c2ccc(COc3ccccc3)o2)C1C (configuration not stated)
    97.6	-28.6	-0.7	3.4	-1.7	2.4	-6.9	-0.3	3.2
> Cc1ccc(S(=O)(=O)N2CCN(C(=O)COC(=O)c3ccccn3)CC2)c(C)c1
    93.8	10.8	-3.1	1.0	-0.3	-0.8	-6.2	-0.1	5.6
> COc1ccc(CCN2C(=O)CC(Cc3ccccc3)C2=O)cc1OC (configuration not stated)
    86.0	0.3	-1.8	7.8	3.7	-24.1	1.9	-0.1	2.0
> CC(C)CNC(=S)NNC(=O)c1ccc2c(c1)OCO2
    124.5	-12.7	-3.4	1.6	-0.3	3.8	-0.2	0.0	-7.3
> CC(C)N(C(=O)CSc1nc2c([nH]1)c(=O)n(C)c(=O)n2C)c1ccccc1
    111.5	-7.1	-2.9	-3.1	0.8	-6.0	-1.8	0.0	-2.5
> Cc1ccc(-c2nc3ncccc3o2)cc1NC(=O)c1sc2ccccc2c1Cl
    98.8	-4.0	1.3	-2.6	1.1	6.2	0.0	0.3	-1.6
> CCOC(=O)C1CCN(C(=O)CNC(=O)c2nn(-c3ccc(OC)cc3OC)c(=O)c3ccccc23)CC1
    82.6	-14.7	0.1	-2.1	2.7	-0.8	2.5	0.0	-1.5
